# Screening results deposited in PubChem BioAssay by several laboratories.
# Hck-Nef inh – blocks Nef-activated human Hck kinase | actives 0.68% (n = 220,000) | Recombinant Hck-YEEI plus Nef, Z-Lyte FRET kinase assay | inhibition, % at 20 µM | P08631;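 active = Hck-Nef kinase inhibition above about 50%, limit read from the data; inactive = inhibition below that limit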;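 note: 0% = DMSO with Hck plus Nef and 100% = Hck alone without Nef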
# Target sequence (P08631 whole entry, looked up): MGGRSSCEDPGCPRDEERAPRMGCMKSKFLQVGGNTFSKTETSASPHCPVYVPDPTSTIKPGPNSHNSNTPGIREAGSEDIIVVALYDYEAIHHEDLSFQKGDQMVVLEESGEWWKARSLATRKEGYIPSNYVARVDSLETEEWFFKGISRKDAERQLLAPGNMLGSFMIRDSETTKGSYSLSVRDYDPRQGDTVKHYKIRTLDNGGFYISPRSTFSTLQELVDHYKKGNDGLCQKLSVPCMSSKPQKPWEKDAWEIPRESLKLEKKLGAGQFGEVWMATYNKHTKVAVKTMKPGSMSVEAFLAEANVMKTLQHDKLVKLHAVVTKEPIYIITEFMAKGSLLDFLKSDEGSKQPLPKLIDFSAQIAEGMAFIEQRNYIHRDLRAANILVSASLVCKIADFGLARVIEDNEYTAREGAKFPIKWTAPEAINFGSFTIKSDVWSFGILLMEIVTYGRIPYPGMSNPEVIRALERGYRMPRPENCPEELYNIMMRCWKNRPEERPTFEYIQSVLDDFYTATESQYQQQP
# RBBP9 inhibitor – blocks human serine hydrolase RBBP9; O75884; recombinant RBBP9, FP-Rh probe fluorescence polarization; inhibition, % at 7.94 µM; actives 0.2% (n = 220,000); AID 1515;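 active = inhibition above the campaign mean of all tested compounds plus 3 SD, cut at about 14% in these data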;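 note: plate controls were DMSO wells with RBBP9 for no effect and wells lacking RBBP9 protein for full effect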
# Target sequence (O75884 whole entry, looked up): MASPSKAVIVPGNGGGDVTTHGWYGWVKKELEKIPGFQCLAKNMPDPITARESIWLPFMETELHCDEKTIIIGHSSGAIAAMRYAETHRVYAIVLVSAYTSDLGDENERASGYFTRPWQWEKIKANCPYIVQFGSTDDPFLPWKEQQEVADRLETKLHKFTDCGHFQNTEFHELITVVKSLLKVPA
#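 Measured by: FP readout at 525/598 nm; material: recombinant human RBBP9; also added: Serine-hydrolase probe FP-Rh, 375 nM pre-mixing; medium: Tris buffer pH 8.0, NaCl, Pluronic; replication: one well per compound; doses: one concentration, 7.94 µM nominal, 0.794% DMSO; timing: preincubation 30 min plus labeling 45 min at 25 °C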
# PERK inh – blocks human PERK kinase. CHO PERK-DD fusion, SEAP luminescence translation reporter. actives 0.17% (n = 220,000). AID 1416. inhibition, % at 5.6 µM;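 active = inhibition above the mean inhibition of all tested compounds plus 3 SD, set separately per screening campaign, cut at about 2.9% in these data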;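 note: PERK kinase domain activated by AP20187 dimerizer at 100 nM; 0% = DMSO with dimerizer and 100% = rapamycin at 8.4 µM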
# TNF necrop inh – blocks TNF-alpha induced death of Jurkat FADD-/- cells; Jurkat FADD-/- TNF necroptosis rescue, ATP luminescence, 24 h; 0 = TNF only, 100 = no-TNF cells; activation (protection from cell death), % at 10 µM; actives 0.068% (n = 220,000); AID 463075;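 active = activation, meaning protection from cell death, of at least 50% relative to plate controls; inactive = activation below 50%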;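 note: necroptosis triggered by 40 ng/mL TNF-alpha added together with compound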
# EP2 modulator – modulators of human EP2 prostaglandin E2 receptor; actives 0.83% (n = 260,000); induction, % at 25 µM; P43116; AID 940; EP2-expressing cells, cAMP HTRF FRET, PGE2 co-stimulation;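 active = compounds whose cAMP rise, as percent of the full-agonist control response, exceeds 60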;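 note: rat C6 glioma line stably carrying human EP2 under a CMV promoter; the protocol text gives 20 µM as final concentration; 100% = response of wells given 1 µM PGE2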
# Target sequence (P43116 whole entry, looked up): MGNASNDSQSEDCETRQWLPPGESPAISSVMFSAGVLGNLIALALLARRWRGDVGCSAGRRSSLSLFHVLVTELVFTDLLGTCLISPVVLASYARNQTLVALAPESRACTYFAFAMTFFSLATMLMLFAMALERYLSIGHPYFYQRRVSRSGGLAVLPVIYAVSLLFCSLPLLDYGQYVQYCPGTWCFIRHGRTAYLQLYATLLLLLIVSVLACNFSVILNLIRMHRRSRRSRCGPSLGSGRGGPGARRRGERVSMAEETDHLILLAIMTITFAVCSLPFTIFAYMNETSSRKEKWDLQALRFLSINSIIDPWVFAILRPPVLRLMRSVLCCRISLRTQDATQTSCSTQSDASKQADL
# EP2 antag – inhibitors of human EP2 prostaglandin E2 receptor. P43116. C6 glioma cells expressing human EP2, cAMP TR-FRET; cells stimulated with saturating PGE2. inhibition, % at 25 µM. actives 0.52% (n = 260,000). AID 1422;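 active = percent inhibition above 40 after rounding to a whole number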;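 note: rat C6 glioma host cells with rolipram phosphodiesterase inhibitor present; the protocol text gives 20 µM as final concentration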
# Runt-SMMHC FRET – inhibitors of human RUNX1 Runt domain binding to CBFb-SMMHC; Q01196+Q13951; Cerulean-Runt/Venus-CBFb-SMMHC FRET ratio 530/480, 1 h; inhibition, % at 20 µM; actives 0.74% (n = 220,000);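 active = mean inhibition across duplicate retests at 20 µM reaching about 50%, limit read from the data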;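 note: 0% = DMSO wells and 100% = wells with excess untagged CBFb-SMMHC; inhibitors lower the FRET ratio by blocking Runt binding to CBFb-SMMHC; some results filed as inactive read as strong as hits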
# zVAD death inh – L929 zVAD cell death inhibition; L929 zVAD necroptosis rescue, ATP luminescence, 24 h; with zVAD 60 µM; viability rescue, % at 10 µM; actives 0.38% (n = 220,000);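 active = activation, scaled between plate controls, above about 75%, limit read from the data; inactive = activation under that limit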;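 note: 0% = zVAD with DMSO and 100% = DMSO alone without zVAD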
# Runt-CBFb FRET – inhibitors of human RUNX1 Runt domain binding to CBFb. actives 0.46% (n = 220,000). Cerulean-Runt/Venus-CBFb FRET ratio 530/480, 1 h. Q01196+Q13951. inhibition, % at 20 µM;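 active = inhibition over about 50% at 20 µM in the single-dose screen, limit read from the data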;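 note: 0% = DMSO wells and 100% = excess unlabeled CBFb competitor control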
#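 Schedule: protein complex preformed 1 h, compound exposure 1 h, room temperature, dark; test system: Cerulean-labeled Runt domain protein; amount: 100 nM per protein; buffer or medium: Tris 50 mM pH 7.5, KCl, K2SO4, 0.01% BSA; read-out: loss of energy transfer signal; detection: FRET fluorescence; controls: 5 µM unlabeled CBFb as full-inhibition high control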
# Starred values were filed as active, the others as inactive; . = not tested or not shown; & = joins results of further samples. This is a subset. The share of hits here may be higher or lower than overall.
canonical_smiles,Hck-Nef inh,RBBP9 inhibitor,PERK inh,TNF necrop inh,EP2 modulator,EP2 antag,Runt-SMMHC FRET,zVAD death inh,Runt-CBFb FRET
O=C1NN(c2ccccc2)C(=O)/C1=C\c1cccc(OC(=O)c2cccs2)c1,7.5,-2.2,0.0,-0.4,-42.4,40.2*,10.8,0.6,2.9
COc1ccc(NC(=O)CN(C)CC(=O)Nc2ccc(Cl)cc2F)cc1,24.5,-3.7,1.2,2.3,-43.7,2.8,3.4,1.2,-3.3
Cn1c(N)c(C(=O)COC(=O)c2ccc(Cl)c(S(=O)(=O)N3CCCC3)c2)c(=O)n(C)c1=O,29.7,0.8,0.6,-3.8,-36.9,7.9,-2.0,-0.2,4.4
O=C1CCN(C(=O)Nc2ccccc2)N1,0.5,-11.3,0.0,-1.2,0.7,4.7,2.1,0.0,-0.2
CCOc1ccc(N2C(=O)CC(SC(=NC)Nc3cccc(F)c3)C2=O)cc1 (stereo unspecified),-0.7,-1.4,-0.8,-0.7,-15.8,15.8,2.6,1.3,-1.5
Cc1ccc(-n2ncc(C(=O)O)c2C2CCN(C(=O)OC(C)(C)C)CC2)cc1,1.2,-1.4,-0.8,0.4,5.3,10.1,-0.8,0.8,-1.4
CC1CCCN(C(=O)CNC(=O)Cn2ccc3ccccc3c2=O)C1 (stereo unspecified),20.3,-5.1,-0.3,1.1,9.4,6.7,-2.3,0.1,2.8
O=C(c1cc(-c2cccs2)on1)N1CCN(c2ccccc2)CC1,-0.4,-6.8,0.0,-15.3,-36.3,.,1.9,-0.2,-1.2
CCOC(=O)C1CCCN(Cc2ccc3c(c2)OCO3)C1 (stereo unspecified),-22.5,6.0,1.2,-0.4,20.9,6.0,1.2,-0.8,-3.1
COc1ccccc1C(=O)NNC(=O)c1ccc(NC(=O)CC(C)C)cc1,12.3,1.9,1.1,1.7,3.6,3.1,2.0,1.6,0.6
CC1=CC2=NC(=O)/C(=C\c3cccn3CCOc3cccc(C)c3)C(=N)N2O1,1.0,-13.9,-1.1,2.6,-7.2,2.9,-125.4,0.1,-27.5
COc1ccc(NC(=O)C2CCN(S(=O)(=O)c3ccc(OC)c(OC)c3)CC2)c(OC)c1,1.0,0.0,-0.2,0.3,10.8,1.3,4.5,9.6,0.8
CC1=CC(C)(C)N(C(=O)CN2C(=O)CCC2=O)c2ccccc21,22.0,-4.8,0.3,1.0,12.1,6.2,2.7,19.5,-0.6
O=C(NCCc1cccs1)C1CC(c2c(Cl)cccc2Cl)=NO1 (stereo unspecified),0.1,-9.7,0.6,-8.2,-31.2,12.0,3.0,0.3,0.1
O=C(CN(Cc1ccco1)C(=O)c1cccc(Cl)c1)Nc1c(Cl)cc(Cl)cc1Cl,1.3,-6.8,-0.2,-2.9,39.3,2.5,1.8,0.9,3.3
Cn1c(CO)cnc1SCc1ccc(Cl)cc1,-0.4,-5.5,0.7,-2.8,22.7,11.4,3.9,0.0,0.8
CC(=O)C(C)Oc1cc(C)cc2oc(=O)c(C)c(C)c12 (stereo unspecified),0.6,-4.7,1.4,-0.3,27.4,9.3,0.0,1.1,0.2
CCOC(=O)C1=C(CSc2nc(CC)c(C)cc2C#N)OC(N)=C(C#N)C1c1ccccc1 (stereo unspecified),10.5,-5.2,-1.1,-3.7,-0.3,4.3,44.7,0.3,24.8
CC(C)(C)n1ncc(Oc2ccc(Oc3cnn(C(C)(C)C)c(=O)c3Cl)cc2)c(Cl)c1=O,0.8,3.6,1.6,-1.4,.,.,.,-0.2,.
c1coc(Cn2c(SCc3nc4ccccc4[nH]3)nnc2-c2cnccn2)c1,0.0,5.0,-0.4,1.1,-21.4,9.8,5.7,-0.1,7.9
Cn1ncc(Oc2ccc([N+](=O)[O-])cc2)c(Cl)c1=O,-2.7,-13.9,0.3,-3.4,-36.3,11.8,0.1,-0.1,1.1
Cn1c(CCNC(=O)c2cccs2)n[nH]c1=S,2.7,-4.7,0.8,1.9,-3.0,5.9,4.3,0.5,2.1
Cc1cc2oc(C(=O)Nc3ccc(S(=O)(=O)Nc4onc(C)c4C)cc3)cc(=O)c2cc1Cl,14.7,-9.2,0.6,1.8,-8.5,15.9,-4.1,0.3,-0.6
O=C(Cn1cc([N+](=O)[O-])cn1)Nc1nccs1,21.4,-4.4,0.1,0.3,14.8,5.2,4.1,10.8,-0.6
CC1CCN(c2oc(Cc3cccc4ccccc34)nc2C#N)CC1,-0.6,-14.4,-0.3,-1.0,3.1,5.1,1.8,1.9,-3.5
Cc1ccc(CC(=O)NCc2ccc3c(c2)OCO3)cc1,1.0,1.9,1.8,2.3,2.9,14.3,-0.2,0.9,-0.8
CS(=O)(=O)c1cnc(-c2ccccc2)nc1-c1ccc(Cl)c(Cl)c1,0.0,3.6,0.1,1.9,-16.9,5.1,1.7,0.7,-3.0
S=C(NCCc1ccccc1)NCC1CCCO1 (stereo unspecified),2.7,-5.6,0.5,0.3,6.0,0.6,-2.1,0.6,-1.5
O=C(Cn1c(=O)sc2ccccc21)NCc1ccco1,3.0,-8.7,1.3,0.6,9.3,7.9,2.9,0.4,-2.3
CC1(C)CC(=O)C(C=NCC2CCCO2)=C(O)C1 (stereo unspecified),-0.9,-10.2,0.1,3.1,-20.5,5.0,-3.1,1.0,-1.2
O=C(NCCN1CCOCC1)C12CC3CC(C1)CC(c1ccccc1)(C3)C2,4.1,-3.4,1.6,-0.6,-20.1,3.5,2.9,-0.7,-0.8
Cc1nc2ccccc2n1-c1nc(-c2ccco2)cc(C(F)(F)F)n1,12.6,-2.0,0.3,6.3,20.4,5.7,-3.5,2.2,-2.0
O=C(Nc1nnc(C2=COCCO2)o1)c1ccc(S(=O)(=O)N2CCCC2)cc1,-5.5,-2.9,0.1,-1.0,7.5,4.5,2.2,1.5,1.5
O=C(NN1C(=O)C2C3C=CC(C4CC34)C2C1=O)c1cccc(Br)c1 (stereo unspecified),14.6,-2.3,0.7,1.3,-10.6,12.3,0.0,0.9,0.9
Cc1ccc2nc(-c3cccc(NS(C)(=O)=O)c3)cc(-c3ccccc3)c2c1,1.9,-15.6,-0.3,-2.5,23.2,2.3,-5.5,2.0,-0.6
Cc1ccc(/C=N/NC(=O)c2nc3nc(C)cc(C)n3n2)cc1,1.5,-4.4,0.9,2.7,10.0,2.1,-3.4,1.3,-0.1
COc1ccc(-n2nnnc2SCC(=O)Nc2ccccc2N2CCOCC2)cc1,15.5,-4.7,-0.2,-0.5,1.6&-5.5,10.3&9.9,-3.6,0.8,-0.7
CCOc1ccc(Oc2nc(Nc3ccc(C)cc3)nc(N(C)C)n2)nn1,6.1,-3.4,-0.8,-6.2,19.3,8.4,-5.1,-0.3,-1.3
Cc1ccccc1-n1c(=O)c2ccccc2n(CC(=O)NCc2ccco2)c1=O,5.9,-7.2,-0.3,-0.7,2.1,9.4,-2.5,0.3,2.7
CC(C)(C)NC(=O)NC(=O)CSc1nnc(COc2ccccc2Cl)o1,-1.5,-5.3,0.6,-1.3,4.5,19.6,1.8,73.5,-1.9
O=C(Cc1cccc(C(F)(F)F)c1)Nc1ccccc1,23.3,-6.9,0.8,2.5,-2.5,7.8,0.2,1.8,-0.6
Cc1cc(S(=O)(=O)Nc2cccc(O)c2)c(C)s1,-0.2,-6.7,-0.1,-1.3,20.5,11.8,20.1,0.2,0.1
CC1CCN(S(=O)(=O)N2CCC(C(=O)NCc3cccs3)CC2)CC1,-2.5,-3.5,-1.0,0.2,5.4,5.8,-7.2,3.9,-4.2
COc1ccc(N(Cc2cc3cc(OC)ccc3[nH]c2=O)S(C)(=O)=O)cc1,0.7,-2.0,-0.1,-0.2,.,6.2,-7.1,-0.6,1.4
Cn1c(=O)c2c(ncn2CCC(=O)N/N=C/c2ccncc2)n(C)c1=O,9.0,-5.7,0.7,-0.3,-5.9,16.4,-0.3,0.2,0.5
CC(C)N=c1scc(-c2cccs2)n1/N=C/c1ccc(O)c(O)c1O,23.3,0.6,1.3,-2.9,-63.1,11.7,7.2,0.5,37.1
O=C(O)CCCn1nc(-c2ccccc2)c2ccccc21,2.2,-4.8,1.1,1.9,1.1,11.4,-0.5,9.4,1.5
CC(=O)Nc1ccc(S(=O)(=O)c2ccc(N)cc2)cc1,2.4,-13.0,-0.3,1.5,-17.7,15.1,-3.9,-0.1,-2.1
CC1CCC2(CC1)NC(=O)N(CC(=O)NCc1ccc3c(c1)OCO3)C2=O (stereo unspecified),21.9,3.2,1.0,-1.6,16.9,7.0,-0.9,-0.5,-1.5
N#C/C(=C\c1ccc(F)cc1F)S(=O)(=O)c1ccccn1,-8.7,3.4,2.1,1.2,-15.1,5.5,-5.8,0.2,1.6
CCCCCc1cc(=O)oc2c(C(CCN3CCCCC3)c3ccc(OC)cc3)c(OC)cc(OC)c12 (stereo unspecified),26.8,.,.,-12.5,-3.4,12.8,0.3,12.4,0.5
Cc1cc(C(=O)CSc2nncs2)c(C)n1-c1ccc2c(c1)OCO2,1.2,-0.1,0.4,-4.2,4.6,15.9,4.6,-0.9,4.0
CCn1c(SCC(=O)c2cc(C)n(-c3ccc(C(=O)OC)cc3)c2C)nnc1-c1cccnc1,0.2,-7.8,-0.4,-12.1,-22.3,10.9,2.2,0.0,2.5
CCOC(=O)C1=C(O)C(=O)N(Cc2ccccc2)CC1,9.9,-0.4,1.3,-0.5,-5.5,2.1,-104.8,-1.4,-2.1
CCc1ccccc1NC(=O)c1nnn(CC(=O)Nc2cccc(C)c2C)c1N,-0.8,-10.3,-1.2,0.8,-18.0,20.1,0.4,0.9,-0.1
ClC1(Cl)CC1Cn1c(C2CC2)nc2ccccc21 (stereo unspecified),21.9,2.2,0.1,0.7,1.9,4.0,.,-0.4,.
CC(=O)Nc1cccc(-c2nc3ccc(NC(C)=O)cc3s2)c1,16.0,-4.8,0.1,-2.6,-87.9&-68.8,12.9&8.0,3.4,1.6,-2.0
CC(=O)NC1=NN(C(C)=O)C(C)(c2ccco2)S1 (stereo unspecified),25.8,-2.7,0.4,-5.3,11.7,2.3,.,1.9,.
CC(C)c1nc(C#N)c(NCCCn2ccnc2)o1,1.3,-8.2,-0.8,-2.5,13.8,17.4,-3.4,-0.1,-2.2
Cc1ccc(-c2nnc(SCC(=O)N3CCCc4ccccc43)n2N)cc1,2.9,-1.8,0.2,-7.6,-26.6,11.6,-0.7,-0.1,-0.2
